Screening results: PubChem, National Center for Advancing Translational Sciences (NCATS)
Tb PFK inh: inhibitors of T. brucei phosphofructokinase | O15648 | T. brucei PFK, ADP-Glo luminescence | Potency, µM (titrated, usually from 57.5 µM), for inactives: at the top dose activity, negative = inhibition, usual class: inhibitors | actives 0.17% (n = 330,000) | AID 485367;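 note: potency is the fitted concentration of half-maximal effect; 0% = uninhibited 1x PFK enzyme wells and -100% = no-enzyme wells; nearly all actives have a fitted effect of over 60% in size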
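ADP-Glo luminescence quantified ADP after 45 min at room temperature, with 1.25 nM T. brucei PFK, 0.1 mM ATP and 0.5 mM fructose-6-phosphate in pH 8.0 TEA buffer. qHTS titrations up to 57 µM; curves classified by quality.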
Giardia killer: kills Giardia lamblia; Giardia lamblia trophozoite viability; activity change, % at 7.66 µM, hits read low; actives 0.15% (n = 340,000); in the data active = activity change below about -80%; inconclusive = between about -30% and that limit;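 note: parasites exposed to compound for two days anaerobically before the ATP read; % is set by controls: 0 for no effect and ±100 for the full control effect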
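Anaerobic 48 hrs incubation at 37 deg C of 100 trophozoites/well with test compounds; ATPLite 1-Step luminescence, 15-30 min RT, reports cellular ATP as viability.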
Chronic BCR inh: inhibitors of chronic active B-cell receptor signaling. ABC-DLBCL IkBa-CBG/CBR reporter, luminescence ratio, 4 h. Potency, µM (doses to about 46.1 µM), for inactives: at the highest dose ratio change, negative = lower green/red ratio, hits mostly inhibitors. actives 0.05% (n = 340,000); active = well fitted inhibition curve with a large enough effect in the signal ratio, with a control signal flat, not every such curve was filed as active; inconclusive = small, poorly fitted or top-dose-only effect, or effect the other way, or a change in a side signal; the % refers to the signal ratio;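 note: potency is the fitted concentration of half-maximal effect; plate controls were basal doxycycline-induced cells for no effect and cells given 10 µM MG132 for full effect; MG132 reads +100%, hits lower the ratio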
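TMD8 ABC-DLBCL cells carrying doxycycline-inducible green luciferase fused to IkappaBalpha plus unfused red luciferase were exposed to compounds (up to 46 uM) for 4 hrs at 37C. Activity came from the overlap-corrected green/red luminescence ratio.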
TSG101-PTAP inh: blocks PTAP/TSG101 interaction to inhibit HIV-1 budding; Potency, µM (series often up to 115 µM), inactives show at the top dose activity change, negative = inhibition, hits mostly inhibitors; Fluorescence polarization, FITC-PTAP peptide / Tsg101 binding; AID 493005; 340,000 tested, under 10 active; Q99816; active = well fitted inhibition curve with a large enough effect in the main read-out, with a control signal flat, not every such curve was filed as active; inconclusive = small, poorly fitted or top-dose-only effect, or effect the other way, or a change in a side signal; inactive = no such curve, though single readings can be large or run the other way; note: potency is the fitted concentration of half-maximal effect; % of control where 0% means no effect
Target sequence (Q99816 whole entry, looked up): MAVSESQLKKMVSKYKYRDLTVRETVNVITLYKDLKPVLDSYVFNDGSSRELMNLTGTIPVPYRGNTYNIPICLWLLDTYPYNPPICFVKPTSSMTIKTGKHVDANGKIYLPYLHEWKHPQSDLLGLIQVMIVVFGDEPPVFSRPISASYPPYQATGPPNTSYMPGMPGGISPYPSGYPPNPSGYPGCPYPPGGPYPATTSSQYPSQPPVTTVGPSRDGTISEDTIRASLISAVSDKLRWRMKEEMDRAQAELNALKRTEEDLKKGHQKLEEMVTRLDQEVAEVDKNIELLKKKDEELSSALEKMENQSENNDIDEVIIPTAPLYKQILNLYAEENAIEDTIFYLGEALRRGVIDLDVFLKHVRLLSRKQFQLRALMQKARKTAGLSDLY
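FP read-out: FITC-PTAP peptide, 50 nM final, binding Tsg101 binding domain, 10 uM final; 20 min, r.t.; 10 mM HEPES pH 7.5, 0.15 M NaCl, 0.01% Tween 20, 3 mM EDTA, 0.1 mM TCEP.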
Integrin act MD: activators of alpha7 integrin expression for muscular dystrophy. alpha7betagal myoblasts, beta-gal FDG fluorescence, 48 h. Potency, µM (titrated, usually from 38.3 µM), inactives show top-dose activation, usual class: activators. actives 0.064% (n = 350,000). AID 624291;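 note: potency is the fitted concentration of half-maximal effect; 100% = response of the positive control SU9516; nearly all actives have a fitted effect of over 60% in size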
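Alpha7betagal+/- myoblasts (passage 13) were plated 16-24 hr, then exposed to compounds (1:260 dilution of DMSO stock) for 48 hours at 37C. After MPER lysis, β-galactosidase reporter activity was read as FDG fluorescence (ex 480/em 540) after 30 minutes.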
Coupling enz: counter-screen for Giardia aldolase inhibitors: coupling enzyme system; coupling enzyme system counterscreen, AmpLite Red fluorescence; activity change, negative = inhibition, % at 58.2 µM, hits read low; actives 0.67% (n = 290,000); AID 2472; in the data active = activity change below about -30%; note: % is set by controls: 0 for no effect and ±100 for the full control effect
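Compounds tested against the coupling enzymes alone at 57.5 uM final; readout was AmpLite Red fluorescence (525/598 nm) after 20 min at RT.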
PKM2 activator: activators of human pyruvate kinase M2 | P14618 | purified PKM2, Kinase-Glo ATP luminescence, activation; response scale: 0% is enzyme alone, no compound | Potency, µM (titrated, usually from 57.5 µM), without a hit: top-dose activation, actives largely listed as activators | actives 0.34% (n = 260,000) | AID 1631; note: potency is the fitted concentration of half-maximal effect; % is set by controls: 0 for no effect and ±100 for the full control effect; nearly all actives have a fitted effect of over 55% in size
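Purified hPK-M2 (>95%) run at intermediate activity with 0.1 mM ADP and 0.5 mM PEP in 50 mM imidazole pH 7.2, KCl, MgCl2; 1 h room temperature. ATP formed read by Kinase-Glo luminescence; normalized to uninhibited and no-enzyme controls.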
B2AR arrestin: agonists driving beta-arrestin recruitment to human beta2-adrenergic receptor | beta-arrestin recruitment to beta2AR, cell-based reporter | Potency, µM (series often up to 46.1 µM), for the others: at the highest dose activation, most hits filed as activators | actives 0.02% (n = 330,000);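 note: potency is the fitted concentration of half-maximal effect; 0% = DMSO controls and full agonism = EC100 isoproterenol or metaproterenol; nearly all actives have a fitted effect of over 65% in size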
S-ASM inh: inhibitors of human secretory acid sphingomyelinase; P17405; placental ASM, HMU-PC fluorogenic substrate, 60 min; Potency, µM (highest dose often 57.5 µM), without a hit: at the top dose activity change, negative = inhibition, actives largely listed as inhibitors; actives 0.006% (n = 340,000); AID 504937; note: potency is the fitted concentration of half-maximal effect
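Human placenta-derived ASM preincubated with compound 10 min at room temperature, then reacted with 9 uM (final) fluorogenic HMU-PC substrate for 60 min at 37 C. Stop solution raises pH to 10; fluorescence read at Ex 386/Em 447 nm.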
GALK inh: blocks human galactokinase activity; AID 1868; Purified GALK, Kinase-Glo residual ATP luminescence; actives 0.007% (n = 270,000); P51570; Potency, µM (top dose mostly 57.5 µM), without a hit: at the top dose activity change, negative = inhibition, actives largely listed as inhibitors; note: potency is the fitted concentration of half-maximal effect; % is set by controls: 0 for no effect and ±100 for the full control effect
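Luminescence from leftover ATP (Ultra-Glo luciferase/luciferin) served as read-out after a 1 h room-temperature reaction of 5 nM GALK with 35 uM ATP and 100 uM galactose.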
Menin MLL FP TR: menin-MLL binding inhibition, Texas Red mutant peptide; Menin + Texas Red MLL mutant peptide, fluorescence polarization; Potency, µM (top dose mostly 61.6 µM), for inactives: at the highest dose FP activity change, negative = inhibition, hits mostly inhibitors; actives 0.23% (n = 270,000); active = well fitted inhibition curve with a large enough effect in the polarisation, with a control signal flat, not every such curve was filed as active; inconclusive = small, poorly fitted or top-dose-only effect, or effect the other way, or a change in a side signal; inactive = no such curve, though single readings can be large or run the other way; the % refers to the polarisation; note: potency is the fitted concentration of half-maximal effect; % of control where 0% means no effect; many of its hits are not listed in these tables
Target sequence (O00255 whole entry, looked up): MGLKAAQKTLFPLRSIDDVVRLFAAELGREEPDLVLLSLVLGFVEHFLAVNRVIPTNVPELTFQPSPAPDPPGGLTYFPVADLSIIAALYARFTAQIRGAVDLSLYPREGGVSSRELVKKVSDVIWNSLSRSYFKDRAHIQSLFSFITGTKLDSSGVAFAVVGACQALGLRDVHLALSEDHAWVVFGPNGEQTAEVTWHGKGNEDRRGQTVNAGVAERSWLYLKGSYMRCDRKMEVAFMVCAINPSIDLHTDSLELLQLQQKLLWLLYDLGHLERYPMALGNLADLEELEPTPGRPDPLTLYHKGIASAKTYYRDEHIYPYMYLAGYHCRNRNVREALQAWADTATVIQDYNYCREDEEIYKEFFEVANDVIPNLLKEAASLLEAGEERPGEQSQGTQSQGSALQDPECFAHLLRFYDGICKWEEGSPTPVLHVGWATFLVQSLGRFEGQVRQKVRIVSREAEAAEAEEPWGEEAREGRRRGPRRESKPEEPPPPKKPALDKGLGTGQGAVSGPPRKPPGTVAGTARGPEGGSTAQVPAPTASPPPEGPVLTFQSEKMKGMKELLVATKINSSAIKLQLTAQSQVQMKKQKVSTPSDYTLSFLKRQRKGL
The depositor's hits bear a star; ? = inconclusive; / = no result given; [ ] = another dose, or the depositor's remark. Unless noted, calls come from the whole dose curve; as a rule, active = well fitted curve in the direction sought with a large enough effect; inconclusive = small, poorly fitted or top-dose-only effect, or another doubt; inactive = no such curve, though single readings can be large; an effect the other way counts as inactive or inconclusive.

SMILES	Tb PFK inh	Giardia killer	Chronic BCR inh	TSG101-PTAP inh	Integrin act MD	Coupling enz	PKM2 activator	B2AR arrestin	S-ASM inh	GALK inh	Menin MLL FP TR
Cc1ccc(-c2noc(CC(c3ccccc3)c3ccccc3)n2)cc1	3.1%	7.7	?	-5.2%	-15.5%	1.7	-5.9%	-0.5%	-11.1%	0.2%	-9.0%
O=C(/C=C/N1CCOCC1)c1ccc(-c2ccccc2)cc1	3.3%	1.0	1.7%	-8.0%	13.3%	6.3	5.2%	0.2%	-3.1%	0.8%	?
COc1cccc(OC)c1C(=O)OCC(=O)NCC(C)C	-2.2%	2.2	7.9%	-0.7%	-11.8%	0.0	4.3%	0.0%	1.0%	0.0%	2.6%
Cc1nnc(SCC(=O)N/N=C/c2cc(Cl)c(O)c(Cl)c2)s1	5.8%	-3.7	6.8%	0.3%	14.8%	1.6	0.0%	-0.4%	-0.4%	-1.0%	4.1%
CCC(=O)Nc1nn(C)c2nc3c(C)cccc3cc12	-0.5%	-6.0	-1.1%	0.4%	22.3%	-2.6	-5.2%	-0.9%	333.7%[activator]	-1.8%	20.5%
Cc1c(C(=O)NCC2CCCO2)oc2c(Cl)cccc12 (centres undefined)	-11.9%	-13.3	-4.6%	-5.2%	11.3%	/	/	0.2%	0.4%	/	/
O=C(NC1CCCC1)C1CCC(CNS(=O)(=O)c2ccccc2)CC1 (centres undefined)	0.2%	11.7	1.2%	-5.0%	-15.4%	-0.7	11.9%[0.46 µM]	-1.0%	8.9%	6.1%	-1.8%
CCCC1O[C@@H]2CC3C4CCC5=CC(=O)C=C[C@]5(C)C4C(OC(C)=O)C[C@]3(C)[C@]2(C(=O)COC(C)=O)O1 (some centres undefined)	-2.3%	6.8	-1.6%	-10.7%	11.8%	-2.1	?	-0.2%	-6.5%	-4.1%	-21.4%
COCCNC(=O)CSc1ccccc1C(=O)O	-3.4%	22.9	3.9%	1.6%	14.1%	1.4	-2.1%	-0.1%	1.9%	7.4%	12.8%
NC(=O)CN1C(=O)C(O)(CC(=O)c2ccccc2O)c2ccccc21 (centres undefined)	-1.4%	-7.9	1.5%	2.6%	-16.0%	-4.3	0.0%	-0.3%	0.7%	1.8%	-12.5%
CC(C)(C)NC(=S)N/N=C/c1cc(Br)c(O)c(Br)c1	0.6%	-21.0	?	-2.6%	6.9%	4.8	-0.3%	3.2%	40.7%	5.2%	/
CC(=O)N(Cc1cc(=O)[nH]c2ccccc12)c1ccc(C)cc1C	-1.5%	-6.2	?	-0.5%	-2.6%	-1.1	/	0.4%	-2.2%	0.3%	2.0%
O=C(NCCc1ccccn1)c1cc2ccccc2o1	0.0%	-21.4	?	0.8%	3.9%	-0.5	-3.1%	1.0%	2.4%	0.4%	?
Cc1ccc(CC(=O)NCCCc2ccccc2)cc1	-0.8%	-8.8	?	-1.6%	2.2%	1.4	4.2%	-1.1%	3.5%	4.2%	-5.7%
COc1ccc(C(=O)CSc2ncnc3nc[nH]c23)cc1	1.0%	4.2	2.0%	-4.1%	19.1%	2.5	3.2%	-0.2%	-1.2%	10.7%	/
O=C1CCCC2=C1C(c1ccc(OS(=O)(=O)c3ccc(Cl)cc3)cc1)C1=C(CCCC1=O)O2	3.2%	-0.3	-13.5%	-1.6%	-0.7%	0.6	0.0%	-0.1%	3.9%	3.1%	10.8%
Cc1ccc(/C=N/NC(=O)c2cccs2)cc1[N+](=O)[O-]	4.0%	0.2	?	-6.8%	-21.0%	0.8	-2.6%	-0.1%	-1.9%	/	?
CC(C)Cc1nnc(NC(=O)CCC(=O)NC2CCCCCCC2)s1	-3.3%	0.3	-2.5%	-10.1%	17.9%	/	/	-0.1%	1.0%	5.3%	/
COc1ccc(C(=O)C2CCCN(C(=O)c3ccc(F)cc3)C2)cc1OC (centres undefined)	-8.2%	3.3	2.9%	/	16.0%	-0.5	-5.1%	?	-1.7%	2.7%	-15.9%
CCN(CC)C(=O)C(=O)c1cccn1-c1cccc(OC)c1C#N	1.3%	-0.2	-2.5%	-0.9%	3.9%	-0.6	0.1%	-0.2%	3.7%	-0.9%	21.0%
COc1cccc(NC(=O)N2CCC(n3nnc4ccccc43)CC2)c1	2.6%	-1.6	-22.1%	-0.1%	-5.4%	-0.1	-0.4%	0.2%	-0.4%	0.6%	10.9%
CCc1cccc(CC)c1NC(=O)NC1CCCCC1	-4.0%	-17.2	0.0%	0.8%	7.3%	4.8	-5.1%	3.0%	-1.2%	-1.4%	-4.2%
O=C(COC(=O)c1n[nH]c2ccccc12)Nc1ccccc1Br	0.1%	3.7	?	1.7%	1.3%	/	/	-0.8%	-2.4%	/	/
COc1ccc(NC(=O)COC(=O)c2c3c(nc4ccccc24)CCCC3)cc1Cl	-4.3%	-0.2	?	-3.0%	-47.8%[inhibitor]	1.7	-3.5%	0.0%	-21.1%	0.2%	/
COc1ccc(C2C(C#N)=C(N)N(N(C)C)C3=C2C(=O)CC(C)(C)C3)cc1OC (centres undefined)	1.5%	-22.8	1.4%	-6.8%	-3.9%	1.0	/	0.3%	13.2%	1.0%	-0.2%

Further compounds:
SMILES	Tb PFK inh	Giardia killer	Chronic BCR inh	TSG101-PTAP inh	Integrin act MD	Coupling enz	PKM2 activator	B2AR arrestin	S-ASM inh	GALK inh	Menin MLL FP TR
CC(C)C(C(=O)NC(C)(C)C)N(CCN1CCOCC1)C(=O)CNS(=O)(=O)c1ccccc1 (centres undefined)	-0.7%	-4.4	10.1%	-1.4%	-49.6%[inhibitor]	2.6	-0.3%	-0.5%	2.1%	0.3%	-14.3%
CCn1ncc(Br)c1C(=O)Nc1cccc(F)c1	-1.7%	6.5	7.2%	-4.5%	4.4%	-1.2	5.2%	0.1%	1.1%	1.4%	6.7%
COc1ccc(/C=C/C(=O)C2C(=O)C=C(C)OC2=O)cc1O (centres undefined)	-10.5%	-3.5	-4.3%	2.7%	14.2%	-10.1	-31.9%	0.1%	?	1.1%	18.7%
O=C(NCC1CCCO1)c1ccc(COc2ccccc2)cc1 (centres undefined)	1.5%	-1.4	1.3%	-4.5%	3.1%	/	11.7%	0.0%	3.7%	5.7%	/
Cc1cc(=O)[nH]c(CN2CCC(c3ccccc3)CC2)n1	2.1%	-10.5	4.9%	0.2%	-11.5%	2.5	6.7%	-0.3%	0.2%	1.0%	-0.4%
COc1ccccc1C(C)NC(=O)c1ccccc1SCC(=O)N1CCCC1 (centres undefined)	-4.1%	5.6	7.5%	-3.6%	9.0%	/	/	-0.1%	/	/	/
COc1ccc(NC(=O)CSc2ccc([N+](=O)[O-])cc2)cc1S(=O)(=O)N1CCOCC1	-5.6%	-15.7	-3.8%	2.8%	-4.0%	/	/	0.2%	-3.2%	/	/
Cc1ccc(S(=O)(=O)N2CCN(CC3CC4C=CC3C4)CC2)cc1 (centres undefined)	-0.9%	-15.6	7.6%	3.4%	-19.3%	6.4	1.2%	-0.2%	3.3%	-3.9%	-11.3%
CC(C)(C)c1cc(C(=O)N/N=C/c2ccc(F)cc2)n(-c2ccccc2)n1	0.9%	-9.5	4.7%	-6.9%	-22.1%	0.4	6.9%	-0.2%	-4.9%	-0.3%	13.6%
Cc1cc(NC(=O)c2ccc(S(=O)(=O)N3CCc4ccccc43)cc2)no1	-0.5%	33.7[activator]	?	-3.3%	?	0.7	-1.6%	-0.1%	2.8%	-0.5%	?
Cc1nnc(SCC(=O)Nc2sc3c(c2C(=O)c2ccccc2)CCCC3)s1	-5.1%	17.4	-4.0%	-5.2%	9.0%	-0.3	0.9%	0.0%	0.5%	-0.5%	-1.6%
O=[N+]([O-])c1cc(Br)c(O)c(C=Nc2ccc(N3CCOCC3)cc2)c1	-7.8%	3.3	?	1.0%	6.7%	-2.8	4.6%	0.0%	-2.3%	2.9%	22.4%
CN1CCCCCC1=Nc1ccccc1C#N	1.7%	2.4	-0.4%	-5.4%	-2.4%	3.0	-1.1%	-0.3%	-0.7%	0.9%	6.2%
Cc1ccc(Nc2c(-c3ccc(N4CCOCC4)cc3)nc3ncccn23)c(C)c1	-9.5%	10.1	-1.9%	2.5%	5.6%	-1.0	-2.2%	-1.0%	-12.0%	/	-3.2%
CCC(C(=O)Nc1ncc(C)s1)c1ccccc1 (centres undefined)	0.0%	-8.7	?	-1.4%	37.2%	-0.8	1.0%	-0.1%	2.2%	0.4%	26.2%
O=C(c1ccco1)N1CCN(S(=O)(=O)c2ccc([N+](=O)[O-])cc2)CC1	-1.7%	18.3	?	-0.7%	-7.4%	-1.0	8.6%	-1.0%	4.6%	1.2%	-11.9%

Only part of the results is shown; count on the stated rates, not on these rows.
